Source: PubChem BioAssay (The Scripps Research Institute Molecular Screening Center)
ARFGAP1 inhibitor = inhibitors of rat ARFGAP1; Q62848; Arfgap1-stimulated ARF1 GTP hydrolysis, GDP FP detection; inhibition, % at 16.5 µM; 360,000 compounds, 0.26% hits;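 active = inhibition above a per-plate limit, mean inhibition of low control wells plus 3 SD, cut at about 25% in these data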;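 also: 0% = DMSO wells with enzyme and 100% = wells lacking Arfgap1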
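System: truncated rat Arfgap1 GAP domain / Benchmarks: high control wells lacking Arfgap1, low control full reaction with DMSO / Times: compound-enzyme preincubation 20 min, reaction 120 min, detection 60 min, 25 °C / Repeats: one replicate per compound / Also added: human ARF1(Δ1-17)-GTP substrate / Measured by: Tracer-displacement fluorescence polarization with EDTA stop, 620/688 nm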
ASAP1 GAP inh = blocks human ASAP1-stimulated Arf1 GTP hydrolysis. GDP FP detection. Q9ULH1. AID 624377. 360,000 compounds, 0.19% hits. inhibition, % at 16.5 µM; in the data active = inhibition above about 25%;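 also: 0% = vehicle with enzyme and substrate and 100% = no enzyme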
Target sequence (Q9ULH1 325-724 limits assumed): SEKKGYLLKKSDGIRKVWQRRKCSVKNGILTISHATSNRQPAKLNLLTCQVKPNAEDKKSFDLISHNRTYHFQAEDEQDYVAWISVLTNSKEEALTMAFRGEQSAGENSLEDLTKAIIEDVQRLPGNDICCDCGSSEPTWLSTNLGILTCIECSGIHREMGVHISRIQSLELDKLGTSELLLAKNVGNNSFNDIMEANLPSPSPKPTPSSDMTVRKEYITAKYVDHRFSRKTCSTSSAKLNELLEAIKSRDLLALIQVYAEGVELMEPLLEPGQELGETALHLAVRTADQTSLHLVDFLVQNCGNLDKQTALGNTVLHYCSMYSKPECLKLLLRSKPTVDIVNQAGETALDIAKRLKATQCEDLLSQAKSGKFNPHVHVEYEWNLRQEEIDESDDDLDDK
PLC-gamma1 inh = inhibitors of human phospholipase C gamma1 | purified PLC-gamma1, fluorogenic substrate, fluorescence | inhibition, % at 12.2 µM | 370,000 compounds, 0.84% hits | AID 720700; in the data active = inhibition above about 9.5%
ADAM10 inh = inhibits human ADAM10; O14672; inhibition, % at 7 µM; 370,000 compounds, 0.62% hits; recombinant ADAM10, EDANS/DABCYL FRET peptide cleavage, 3 h;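 active = inhibition above a per-campaign cutoff equal to the mean of compounds falling between control-based bounds plus 3 SD, cut at about 20% in these data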;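 also: 0% = DMSO wells while the 100% control is not disclosed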
Tn7 DDE FP = disrupts Tn7 cyclic peptide binding to fibrin D-Dimer-E complex; AID 720508; 370,000 compounds, 0.13% hits; FP displacement of FITC-Tn7 peptide from fibrin DD(E); 0% = median of compound wells per plate; inhibition, % at 8.3 µM; P02675;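 active = inhibition above the mean of compounds falling within the control limits plus 3 SD of them, cut at about 14% in these data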;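 also: 0% = plate median of compound wells and 100% = 10 µM Aha-Tn7 peptide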
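Assay system: human fibrin DD(E) protein / Input: 2 µM fibrin DD(E) / Benchmarks: high control of 10 µM Aha-Tn7 peptide / Measured by: fluorescence polarization of the labelled Tn7 tracer / Medium: Tris buffer with calcium and detergent, pH 7.8 / Timing: 10 min compound pre-incubation, 3 h probe incubation at room temperature / Repeats: one replicate per compound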
LEDGF integ inh = blocks HIV-1 LEDGF/p75-dependent DNA integration. AID 743269. TR-FRET IN-LEDGF/p75 DNA integration, Eu/Cy5. 370,000 compounds, 0.64% hits. inhibition, % at 3.7 µM;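 active = inhibition above the screen-wide mean plus 3 SD, cut at about 13% in these data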;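 also: signal is the Cy5 over europium emission ratio at 671 and 618 nm; 0% = plate median of compound wells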
proKLK7 act = activators of human kallikrein-7 zymogen; purified proKLK7, EDANS-DABCYL substrate fluorescence; 100% is mature enzyme control, 0% vehicle; P49862; AID 652039; 370,000 compounds, 0.9% hits; activation, % at 7 µM;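 active = activation above the mean of all tested compounds plus 3 SD, computed per campaign excluding outliers beyond control limits, cut at about 13% in these data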
Target sequence (P49862 whole entry, looked up): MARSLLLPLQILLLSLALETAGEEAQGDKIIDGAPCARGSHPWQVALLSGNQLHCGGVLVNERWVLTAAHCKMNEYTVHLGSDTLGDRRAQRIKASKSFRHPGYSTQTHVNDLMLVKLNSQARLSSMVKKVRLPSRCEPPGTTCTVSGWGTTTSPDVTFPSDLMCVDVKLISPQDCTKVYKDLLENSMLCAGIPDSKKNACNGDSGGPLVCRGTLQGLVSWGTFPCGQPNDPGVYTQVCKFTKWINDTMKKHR
Tn6 DDE FP = DD(E)-Tn6 binding inhibition, primary FP screen. P02675. Fibrin DD(E) TRITC-Tn6 fluorescence polarization displacement. inhibition, % at 8.3 µM. 370,000 compounds, 0.21% hits. AID 720509;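 active = inhibition above a per-campaign cutoff: mean of compounds within control limits plus 3 SD, cut at about 15% in these data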;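 also: 0% = median of all compound wells on the plate and 100% = blocking peptide control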
ADAM17 inh = inhibits human ADAM17; 370,000 compounds, 0.83% hits; AID 720648; P78536; inhibition, % at 6.95 µM; recombinant ADAM17, EDANS/DABCYL FRET peptide cleavage;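 active = inhibition above the mean of compounds lying between control limits plus 3 SD, set per campaign, cut at about 8.5% in these data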;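 also: 0% = DMSO-only wells as the low control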
TDP2 absorb = TDP2 (human) inhibition, absorbance primary screen; recombinant TDP2, T5PNP hydrolysis, p-nitrophenol absorbance 415 nm; AID 720702; O95551; 370,000 compounds, 0.34% hits; inhibition, % at 12.8 µM;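 active = inhibition above the mean of all tested compounds plus 3 SD, set per campaign, cut at about 25% in these data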;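 also: 0% = DMSO with enzyme and 100% = buffer with substrate but no TDP2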
Target sequence (O95551 whole entry, looked up): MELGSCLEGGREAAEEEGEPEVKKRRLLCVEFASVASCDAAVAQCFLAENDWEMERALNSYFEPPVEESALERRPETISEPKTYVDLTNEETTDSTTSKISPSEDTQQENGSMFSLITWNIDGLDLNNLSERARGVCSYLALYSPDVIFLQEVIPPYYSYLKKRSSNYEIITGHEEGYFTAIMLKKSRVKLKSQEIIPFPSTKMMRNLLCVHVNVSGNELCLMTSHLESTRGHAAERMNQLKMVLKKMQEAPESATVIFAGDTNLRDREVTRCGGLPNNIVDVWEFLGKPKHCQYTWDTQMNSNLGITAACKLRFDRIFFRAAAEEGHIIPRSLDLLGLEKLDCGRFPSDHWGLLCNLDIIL
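Evaluation: % inhibition relative to enzyme-containing and enzyme-free wells. Material: recombinant human TDP2. Benchmarks: enzyme-free and DMSO wells. Timing: enzyme reaction with compound for 2 h at 37 °C. Compound dosing: 12.8 µM only. Measured by: p-Nitrophenol epi absorbance. Reagent: T5PNP substrate at 5 mM, a TopII-DNA adduct mimic. Replication: single well per compound.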
Numbers without * were called inactive; . = not tested or not shown; + = active, no number.

SMILES	ARFGAP1 inhibitor	ASAP1 GAP inh	PLC-gamma1 inh	ADAM10 inh	Tn7 DDE FP	LEDGF integ inh	proKLK7 act	Tn6 DDE FP	ADAM17 inh	TDP2 absorb
O=S1(=O)N=C(N/N=C/c2cccs2)c2ccccc21	4	-3	-4	-6	8	-4	-0.1	4	-5	-4
COc1ccc(C(C)=O)cc1CSCc1cc(C(C)=O)ccc1OC	-15	5	0	-6	10	-1	0.7	7	-2	-4
COc1c(OC(C)=O)ccc(/C=C/c2ccc3ccccc3n2)c1[N+](=O)[O-]	13	21	14*	17	-3	-2	0.0	-12	17*	-14
C[C@H](CO)N1C[C@H](C)[C@@H](CN(C)C(=O)Nc2ccc(C(F)(F)F)cc2)Oc2ccc(NC(=O)Nc3ccc4c(c3)OCO4)cc2C1=O	19	17	-5	4	0	-2	0.6	-6	4	0
Cc1nn(C(=O)c2nn(C)cc2[N+](=O)[O-])c(C)c1Br	6	2	2	-7	-10	-2	0.2	-5	-1	-3
COc1ccc(C2=NOC(Cn3nc(-c4ccccc4)cc3C(=O)NCc3cccc(Br)c3)C2)cc1 (centres undefined)	18	-2	-21	-1	1	-1	0.2	-5	5	-13
O=C(Nc1ccccc1C(=O)NCc1ccco1)c1ccco1	9	9	-6	-3	-2	2	-0.6	4	-2	16
CCN1C(=O)[C@H]2[C@@H](c3ccc(-c4cc(C(C)=O)cs4)cc3)N[C@@](Cc3ccccc3)(C(=O)OC)[C@H]2C1=O	-3	-1	-2	-20	-1	1	-0.6	-6	-11	-4
CCOC(=O)C1=CCN(S(=O)(=O)c2ccccc2Br)C1c1ccc(F)cc1 (centres undefined)	-7	-1	4	1	0	-2	1.2	-3	4	-4
CN(CC(=O)Nc1ccccc1Cl)C(=O)C1CSC2(C)CCC(=O)N12 (centres undefined)	-10	-7	-2	-3	6	1	0.7	6	-4	-3

Looked up above.
proKLK7 act, CN(CC(=O)Nc1ccccc1Cl)C(=O)C1CSC2(C)CCC(=O)N12 (centres undefined) is entered as 0.7
PLC-gamma1 inh, C[C@H](CO)N1C[C@H](C)[C@@H](CN(C)C(=O)Nc2ccc(C(F)(F)F)cc2)Oc2ccc(NC(=O)Nc3ccc4c(c3)OCO4)cc2C1=O is entered as -5
Tn6 DDE FP, COc1ccc(C(C)=O)cc1CSCc1cc(C(C)=O)ccc1OC is entered as 7
LEDGF integ inh, COc1c(OC(C)=O)ccc(/C=C/c2ccc3ccccc3n2)c1[N+](=O)[O-] is entered as -2

(list continues)
SMILES	ARFGAP1 inhibitor	ASAP1 GAP inh	PLC-gamma1 inh	ADAM10 inh	Tn7 DDE FP	LEDGF integ inh	proKLK7 act	Tn6 DDE FP	ADAM17 inh	TDP2 absorb
C=C1CCC(OC(C)=O)C2(C)CCC3C(C)C(=O)OC3C12O (centres undefined)	-1	-8	1	-5	1	-4	0.1	4	-3	-6
Cc1ccc(NC(=S)NC(C)(C)C)c([N+](=O)[O-])c1	-1	-21	0	3	3	-1	0.4	2	1	1
O=C(Cc1cccs1)N1CCN(c2cccc(Cl)c2)CC1	1	1	-1	-4	-7	-1	-0.2	-6	-2	0
O=c1cc(CSc2ccccc2)[nH]c2ccccc12	4	0	1	0	9	-2	0.2	4	-2	7
O=C(Cn1ccc([N+](=O)[O-])n1)c1ccccc1	5	11	-2	0	3	-1	0.0	-4	-3	4
O=C(CNC(=O)c1cccs1)NCC(=O)OCc1ccccc1Cl	-14	16	2	9	-3	1	0.2	-4	2	-12
Cc1n[nH]c2c([N+](=O)[O-])c(=O)[nH]c(=O)n12	-2	-6	6	2	1	5	-0.5	-2	0	-4
CN(NC(=O)NN(C)C(=O)c1ccccc1)C(=O)c1ccccc1	5	-17	5	3	-7	4	0.4	2	0	-6
CS(=O)(=O)N1CCc2cc(C(=O)NC3CC3)ccc21	-11	3	-1	-5	-6	-1	-0.1	-1	-5	9
Oc1c(C=NCc2ccncc2)sc2ccccc12	4	8	-59	-42	-3	-5	0.8	-2	-16	0
COc1cc(OC)c(OC)cc1C#N	4	9	4	3	0	2	-0.1	3	-1	-7
Cc1ccc2c(CSc3nnc(N)s3)cc(=O)oc2c1	7	14	4	3	-6	2	-0.1	4	0	-2
CCOC(=O)N1CCN(C(=O)c2cn(C)c3ccc(S(=O)(=O)N4CCOCC4)cc3c2=O)CC1	-6	-2	0	-9	6	-3	0.6	3	-1	3
CC1(C)C/C(=C(/C#N)C(N)=O)CCO1	-3	-9	0	4	-4	1	0.6	7	-4	-13
O=C(Nc1ccccc1[N+](=O)[O-])NC1CCCCN(Cc2cccc(Cl)c2)C1=O (centres undefined)	.	.	2	6	4	5	0.3	6	2	3
COc1cc2sc(-c3ccc(S(C)(=O)=O)cc3)c(-c3ccc4c(c3)OCO4)c2cc1OC	16	8	-223	-87	6	2	-26	7	-18	1
Cc1cc(C)c(S(=O)(=O)NCC2CCC(C(=O)NCc3ccccn3)CC2)c(C)c1 (centres undefined)	-2	7	1	-8	1	0	0.5	3	-6	-1
CCOC(=O)C1(CCCc2ccccc2)CCN(S(C)(=O)=O)CC1	-2	9	1	-2	9	-1	-0.1	-3	-7	-9
CCc1n[nH]c2c1/C(=N/O)CCC2	-5	-14	3	-10	-1	0	-0.7	3	-2	1
COc1cc(C=O)ccc1OCCCOc1ccc([N+](=O)[O-])cc1	0	-5	0	-4	0	-1	-0.1	3	-2	1
COc1ccc(N2C(=O)CCC(C(=O)O)C2c2ccc(OC)c(OC)c2)cc1 (centres undefined)	-1	-8	3	2	2	0	-0.2	8	0	-4
Cc1c(C=NCCOCc2ccccc2)cnn1C	-1	-6	0	-3	4	-2	1.0	6	-3	8
CN(C)c1cccc(C(=O)OC(C(=O)Nc2ccc(Cl)cc2C(F)(F)F)c2ccccc2)c1 (centres undefined)	2	7	-45	-97	6	-1	-6.6	4	-19	-6
COCCN(C(=O)COC(=O)C1=COCCO1)c1c(N)n(Cc2ccccc2)c(=O)[nH]c1=O	-2	3	4	-15	-1	0	-0.7	6	1	-4
CCOC(=O)c1ccc(S(=O)(=O)N2CCN(C(=O)c3cc4ccccc4o3)CC2)cc1	2	-4	2	-10	-5	-1	-0.3	3	2	2
Cc1c(NC(=O)COc2ncnc3ccccc23)c(=O)n(-c2ccccc2)n1C	9	12	8	8	-5	4	0.0	-2	4	-8
COc1ccc(-n2nnnc2CNC(=O)c2ccc3ccccc3c2)cc1	8	7	-1	-6	-11	3	0.4	-3	-5	-15
O=C(Nc1ccc2c(c1)OCO2)Nc1ccc2c(c1)OCO2	-3	1	0	-14	3	-7	-0.2	-3	-2	8
CCc1nnc(NCn2nc(C)cc2C)s1	7	12	3	1	-6	3	0.1	2	-5	-2
Cc1c(Br)cc(C(=O)N2CCCC2)c(C)c1C	2	5	2	-1	0	-1	0.1	2	-2	11

Of the compounds above, two contain a cyano group:
SMILES	ARFGAP1 inhibitor	ASAP1 GAP inh	PLC-gamma1 inh	ADAM10 inh	Tn7 DDE FP	LEDGF integ inh	proKLK7 act	Tn6 DDE FP	ADAM17 inh	TDP2 absorb
COc1cc(OC)c(OC)cc1C#N	4	9	4	3	0	2	-0.1	3	-1	-7
CC1(C)C/C(=C(/C#N)C(N)=O)CCO1	-3	-9	0	4	-4	1	0.6	7	-4	-13

Continued:
SMILES	ARFGAP1 inhibitor	ASAP1 GAP inh	PLC-gamma1 inh	ADAM10 inh	Tn7 DDE FP	LEDGF integ inh	proKLK7 act	Tn6 DDE FP	ADAM17 inh	TDP2 absorb
O=C(CCCc1ccccc1)NCCCN1CCOCC1	5	10	1	2	-15	1	0.0	-10	1	-17
CS(=O)(=O)c1sc2nc(-c3cccs3)cc(-c3ccccc3)c2c1N	-3	1	-319	-236	-3	20*	-7.3	-6	-76	-1
COc1ccc(NC(=O)C[C@H]2C(=O)N(c3ccc(OC)cc3)C[C@@H]2CSC)cc1	-10	-8	1	-3	2	1	-0.1	3	-2	6
Brc1ccc(-c2noc(-c3ccccn3)n2)o1	0	-7	-3	0	3	-5	1.0	-6	-1	0
Cc1nnc(N2CCCCC2)c2ccccc12	-5	4	-8	9	1	3	-0.5	-1	0	1
O=C(CSc1nc(-c2ccco2)cc(C(F)(F)F)n1)NN1CCOCC1	7	0	-1	1	3	-2	-0.5	-4	1	-3
Cc1c(C)c2ccc(OCC(=O)Nc3cccnc3)cc2oc1=O	1	3	-10	-77	-11	-5	-1.4	6	-23	3
O=C(CSCc1ccccc1Cl)NN=C1CCCCCC1	4	-8	5	20*	0	5	-0.2	-11	3	-2
CS(=O)(=O)N1CCCC(C(=O)Nc2ccccc2)C1 (centres undefined)	2	-2	-1	-16	4	-3	0.3	6	-4	-10
CCCN=C1N(C)C[C@@H]2[C@@H]3C(=O)N(C)C(=O)[C@@H]3[C@](CC)(C(=O)OC)N12	5	1	-2	-10	6	-1	-0.1	4	-3	-3
CCS(=O)(=O)c1ccc2oc(SCC(=O)N3CCCCC3)nc2c1	2	1	1	-4	-2	-1	-0.3	0	-5	1
COc1cc(C2NC(=O)NC(C)=C2C(=O)OCc2ccc(C)cc2)cc(OC)c1O (centres undefined)	10	-11	-7	3	4	4	-0.1	1	0	-8
O=C(Nc1ccc([N+](=O)[O-])cn1)c1cc(-c2cccc(Cl)c2)nc2ccccc12	7	6	-1	-1	2	0	-0.2	2	-1	-2
O=C(COC(=O)c1cccc(Br)c1)NCC1CCCO1 (centres undefined)	-7	5	1	0	-3	0	0.6	-11	1	-1
COc1ccccc1/C=C/C(=O)OCC(=O)N1CCCCC1	11	-17	-35	-159	-3	0	2.9	8	-39	-4
COc1ccc(OC)c2c1C(=O)c1ccccc1C2=O	-19	-13	-8	-1	6	7	0.0	-1	-1	56*
CCn1cc(/C=C(\NC(=O)c2ccccc2)C(=O)N2CCOCC2)c2ccccc21	5	-4	-2	2	3	-1	0.6	-2	3	-5
N=C(N)c1ccc(N=Nc2c(O)ccc3c2[nH]c2ccccc23)cc1	+	175*	5	-11	6	0	-1.2	-15	-2	5
CC(C)CNC(=O)C(=O)Nc1ccc2c(c1)N(S(=O)(=O)c1cccs1)CCC2	8	-5	6	-9	-1	-3	0.1	-2	1	-10
CCc1noc(C)c1C(=O)Nc1nc2ccc(S(C)(=O)=O)cc2s1	-18	-5	-22	-16	-2	1	1.2	-4	-5	18
